# Screening results deposited in PubChem by Sanford-Burnham Center for Chemical Genomics.
# mIAP act: mouse IAP activation; activation factor at 10 µM; muIAP, CDP-Star luminescence, 30 min; stronger effect = higher value; 1 = vehicle-only enzyme signal, 0 = enzyme-free wells; AID 2805; 0.24% of 330,000 active;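 active = activation factor of at least 2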; note: the source names both 10 and 20 µM as test concentration; values of inactives mirror those of a sister screen read the other way
#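 Assay system: mouse IAP enzyme / Compound: DMSO-dissolved test compounds / Timing: 30 min, room temperature / Measured by: luminescence from enzymatic CDP-Star hydrolysis / Control set: DMSO-only wells, enzyme-free buffer wells as negative control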
# A3A deaminase: inhibitors of human APOBEC3A DNA deaminase | inhibition, % at 20 µM | recombinant A3A, FAM/TAMRA ssDNA deamination fluorescence | AID 493011 | 0.41% of 330,000 active;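 active = at least 40% inhibition at 20 µM here, with at most 30% in a related deaminase screen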;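 note: plate controls were A3A with DMSO for no effect and wells lacking A3A enzyme for full effect; some results filed as inactive read as strong as hits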
# Target sequence (P31941 whole entry, looked up): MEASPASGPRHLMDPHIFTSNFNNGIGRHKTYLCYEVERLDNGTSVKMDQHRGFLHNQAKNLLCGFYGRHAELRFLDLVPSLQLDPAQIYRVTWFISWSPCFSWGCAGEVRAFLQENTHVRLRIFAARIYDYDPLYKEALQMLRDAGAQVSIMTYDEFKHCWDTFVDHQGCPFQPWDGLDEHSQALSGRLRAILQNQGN
# beta cell repl: MIN6 beta-cell proliferation induction | proliferation, % at 10 µM | AID 2380 | MIN6 cells proliferation, ATPlite luminescence, 48 h; cells starved in 0.2% serum; 100% = growth in 10% serum | 0.29% of 330,000 active;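 active = compounds whose signal lies at least 3.5 SD above the mean of all wells on their plate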;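 note: 0% = DMSO-treated cells in low-serum medium and 100% = 10% serum control; some compounds called inactive have numbers as strong as hits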
# hIAP act: increases human intestinal alkaline phosphatase activity. P09923. purified human IAP, CDP-Star luminescence, 30 min; stronger effect = higher value; 1 = vehicle-only enzyme, 0 = enzyme-free background. activation factor at 10 µM. 0.16% of 330,000 active. AID 2524;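 active = activation factor of the enzyme at least 2-fold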; note: the source names both 10 and 20 µM as test concentration; values of inactives mirror those of a sister screen read the other way
# Target sequence (P09923 whole entry, looked up): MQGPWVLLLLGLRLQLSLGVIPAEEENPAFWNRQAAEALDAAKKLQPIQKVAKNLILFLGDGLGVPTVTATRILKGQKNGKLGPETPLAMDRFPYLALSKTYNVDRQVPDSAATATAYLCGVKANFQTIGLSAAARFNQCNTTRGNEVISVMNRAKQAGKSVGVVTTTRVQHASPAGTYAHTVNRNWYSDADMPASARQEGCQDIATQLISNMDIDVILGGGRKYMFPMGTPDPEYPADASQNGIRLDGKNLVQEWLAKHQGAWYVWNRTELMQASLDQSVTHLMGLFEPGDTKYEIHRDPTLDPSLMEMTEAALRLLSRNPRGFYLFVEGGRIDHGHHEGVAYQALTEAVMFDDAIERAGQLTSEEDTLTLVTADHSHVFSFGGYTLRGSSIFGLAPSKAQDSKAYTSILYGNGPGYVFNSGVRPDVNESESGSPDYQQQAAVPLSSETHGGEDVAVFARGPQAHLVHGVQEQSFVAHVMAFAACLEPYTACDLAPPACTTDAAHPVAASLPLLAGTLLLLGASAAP
# SENP1 inh: blocks the human SENP1 SUMO protease catalytic domain; AID 624204; recombinant SENP1 catalytic domain, CyPet-SUMO1-YPet FRET cleavage; 0.21% of 360,000 active; Q9P0U3; inhibition, % at 10 µM;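 active = inhibition at least 30% at 10 µM, raw YFP signal under a set limit, fluorescence ratio 0.5 to 1.5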;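 note: 0% = enzyme with DMSO and 100% = no enzyme wells; some results filed as inactive read as strong as hits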
# Target sequence (Q9P0U3 419-644 limits assumed): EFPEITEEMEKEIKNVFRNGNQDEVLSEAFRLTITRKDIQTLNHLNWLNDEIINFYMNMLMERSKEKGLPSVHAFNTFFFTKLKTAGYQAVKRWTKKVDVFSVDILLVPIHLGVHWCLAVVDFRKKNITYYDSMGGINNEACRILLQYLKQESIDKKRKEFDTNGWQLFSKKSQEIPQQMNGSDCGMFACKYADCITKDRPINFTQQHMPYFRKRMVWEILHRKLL
#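 Test system: human SENP1 catalytic domain; medium: Tris pH 8 buffer plus EDTA, NaCl, BME, BSA, NP40, catalase; incubation: 50 min reaction at room temperature; technique: FRET, CFP and YFP emission; controls: no-enzyme low control and enzyme-plus-DMSO high control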
# APOBEC3G inh: inhibitors of human APOBEC3G DNA deaminase | Q9HC16 | recombinant A3G, ssDNA deamination FAM/TAMRA fluorescence | inhibition, % at 20 µM | 0.28% of 330,000 active;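 active = inhibition of at least 40% at 20 µM, with no more than 30% in the related APOBEC3A deaminase screen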;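 note: plate controls were DMSO wells with A3G for no effect and wells lacking A3G enzyme for full effect; some compounds called inactive have numbers as strong as hits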
# mIAP inh: blocks mouse intestinal alkaline phosphatase | purified mouse IAP, CDP-Star luminescence, 30 min | inhibition, % at 10 µM | 0.2% of 330,000 active;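 active = inhibition of at least 40% at 10 µM in the primary screen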;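 note: plate controls were DMSO with enzyme for no effect and no enzyme wells for full effect; values of inactives mirror those of a sister screen read the other way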
# NALP3 yeast inh: NALP3 inhibition in yeast. Yeast reconstituted NLRP3/ASC/caspase-1, beta-gal luminescence, 24 h. inhibition, % at 10 µM. 0.39% of 330,000 active. AID 2825;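 active = inhibition of 50% or more; inactive = inhibition below 50%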;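 note: plate controls were induced DMSO wells for no effect and uninduced yeast grown without galactose for full effect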
# hIAP inh: blocks human intestinal alkaline phosphatase; inhibition, % at 10 µM; purified IAP, CDP-Star luminescence, 30 min; 0.12% of 330,000 active;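 active = inhibition reaching a set limit with compound at 10 µM in the primary screen, cut at about 35% in these data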;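 note: plate controls were DMSO wells with enzyme for no effect and no-enzyme buffer wells for full effect; values of inactives mirror those of a sister screen read the other way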
# An asterisk follows results filed as active; . = not tested or not shown. Only part of the results is shown; count on the stated rates, not on these rows.
Compound	APOBEC3G inh	A3A deaminase	hIAP inh	beta cell repl	mIAP act	mIAP inh	hIAP act	SENP1 inh	NALP3 yeast inh
CN1CCN(C(=O)CCNC(=O)Cn2ccc3ccccc3c2=O)CC1	1	2	-9	-1	1	0	1.1	0	10
CSc1nc(N)nc2c1ncn2CC(=O)Nc1ccc(C)c(C)c1	-7	-2	-7	-3	1.1	-15	1.1	1	-1
CCOc1ccccc1NC(=O)CSc1nnnn1-c1ccc(C(=O)OC)cc1	6	5	6	0	0.95	5	0.94	0	4
CCN(CC)C(=O)c1ccc(-c2nnc(OC)c3ccccc23)cc1	-5	0	11	0	0.96	4	0.89	1	8
CCN(CC)CCN(C(=O)c1ccc(C(=O)c2ccccc2)cc1)c1nc2c(OC)cccc2s1	-6	-4	8	2	0.94	6	0.92	1	-1
COc1c(C)cc(C(=O)C2CCCN(C(=O)Cn3nc(C)nc3C)C2)cc1C (configuration not stated)	-3	-4	6	0	0.91	10	0.94	0	-16
CCC(=NCCc1ccc(OC)c(OC)c1)C1=C(O)CC(C)(C)CC1=O	-2	-1	-8	-1	1	-2	1.1	0	4
COc1ccc(-c2ccc3oc(-c4ccsc4)c(-c4ccc(Br)nc4)c3c2)cc1	-5	-1	-2	-5	0.96	4	1	.	1
CN(C(=O)COC(=O)c1ccc(Cl)nc1)c1c(N)n(Cc2ccccc2)c(=O)[nH]c1=O	-4	4	-8	-2	1.1	-5	1.1	-4	7
COc1ccc(-c2csc(NC(=O)c3cccc(N4C(=O)CCC4=O)c3)n2)cc1C	-4	-1	-17	-2	0.94	6	1.2	-7	4
CCOC(=O)C1=CN(Cc2cccc(F)c2)S(=O)(=O)N(C)C1c1ccccc1 (configuration not stated)	-1	3	.	.	0.98	2	.	1	.
COC(=O)CSc1nc2c(cnn2-c2ccc(Cl)cc2)c(=O)[nH]1	-6	-1	-7	5	0.9	10	1.1	-1	12
CCC(CO)Oc1cc(NCc2ccc(C)cc2)c2ncn(C(C)C)c2c1 (configuration not stated)	-11	-6	8	-5	1.2	-16	0.92	-28	7
O=C1CCCCCN1Cc1ccccc1	-3	-1	-1	0	0.97	2	1	2	3
NC(=O)N/N=C/c1ccc(-c2cccc(C(F)(F)F)c2)o1	-2	2	14	-1	1.1	-7	0.86	0	20
Cc1sc(NC(=O)c2cccs2)c(C(N)=O)c1C	31	-1	0	0	0.91	9	1	-5	47
CCCCN1CCc2c(c3ccccc3n2Cc2ccccc2)C1	-7	-1	-4	-7	0.98	2	1	1	29
CCn1c(SCC(=O)Nc2ccc(OC)cc2)nnc1-c1ccco1	-8	-7	-14	-1	1	0	1.1	1	16
COc1ccc(Br)cc1C(=O)Nc1ccc(N2CCN(S(C)(=O)=O)CC2)cc1	-7	-4	-9	-3	0.94	6	1.1	2	9
COc1ccc(C)cc1NC(=O)CSCc1cc(=O)n2c(C)csc2n1	-10	-4	21	-1	1	-4	0.79	8	2
Cc1cc(=O)[nH]c(N/N=C/c2ccc(Br)s2)n1	-3	1	-14	0	0.86	14	1.1	-3	6
COc1ccc(C(=O)Cn2cnc3ccccc3c2=O)cc1OC	-4	1	11	-1	0.96	4	0.89	0	18
CCn1nnnc1SCC(=O)c1ccc(C)cc1	-4	8	0	0	0.97	3	1	1	15
NCCc1nc(-c2ccccc2)cs1	-10	-1	4	0	0.99	1	0.96	2	5
CCN(C1CCCCC1)S(=O)(=O)CCNC(=O)c1ccccc1	-11	-3	8	-2	0.98	2	0.92	1	3
CCCCCCNS(=O)(=O)c1nc2nc(C)cc(C)n2n1	-6	-4	-3	3	1.1	-8	1	3	-5
Cc1nc2c3ccccc3n(CC#N)c(=O)n2n1	-4	0	2	-1	1	-2	0.98	1	14
Cc1ccc(NC(=O)CNc2ccc(Cl)cc2F)cc1	-10	1	17	-3	1.1	-9	0.83	1	18
CCc1ccc(N(C(=O)C(F)(F)F)C(C(=O)NC2CCCCC2)c2ccncc2)cc1 (configuration not stated)	0	-4	18	-3	1.1	-6	0.82	1	6
O=C(O)c1ccc(N/N=C/c2cccc3cccnc23)cc1	0	2	10	0	0.92	8	0.9	-38	3
Cc1ccnc(NC(=O)CCC(=O)N(CC(=O)NC(C)(C)C)c2ccc(F)c(Cl)c2)c1	-1	2	-12	-2	0.99	1	1.1	2	24
Cc1cccc(N2C(=O)CC(Cn3nc(C)cc3C)C2=O)c1 (configuration not stated)	1	1	5	0	0.9	10	0.95	-2	9
CCn1c(C)nc2cc(C(=O)NNC(=S)NC(=O)c3ccc(OC)cc3)ccc21	-9	-4	-63	-1	0.83	17	1.6	-1	17
COc1ccc(OCC(=O)NC(CC(=O)O)c2ccc(OC)c(OC)c2)cc1 (configuration not stated)	0	2	18	-5	1	-1	0.82	2	18
CC(=O)Nc1ccc(NC(=O)C(C)OC(=O)/C=C/c2cnc3ccccc3n2)cc1 (configuration not stated)	-5	1	-4	-3	0.93	7	1	-3	-1
C/C(NC(=O)c1cccs1)=C1\C(=O)C[C@@H]2[C@H]1C2(C)C	-1	-2	6	-2	0.9	10	0.94	0	17
COCCCNC(=O)C(=O)C1C(=O)Nc2ccccc21 (configuration not stated)	-2	-4	6	2	1	-2	0.94	2	-5
CC1(C)C[C@H]2C3=CCC4[C@@]5(C)CC[C@H](O[C@@H]6O[C@H](C(=O)O)[C@@H](O)[C@H](O)[C@H]6O)[C@@](C)(CO)C5CC[C@@]4(C)[C@]3(C)C[C@H](O)[C@@]2(CO)[C@@H](O)[C@@H]1O (some centres not stated)	-3	-2	-12	1	1	0	1.1	3	9
COc1ccc2c(c1)O[C@@H](c1cccc(C(F)(F)F)c1)[C@H](O)C2=O	-4	-1	-11	0	1	-3	1.1	.	-34
COc1cccc(C(=O)OCCN2CCCCC2)c1	-10	-4	5	1	0.99	1	0.95	2	9
Cc1nn(C(C)(C)C)c(OC(=O)c2ccc3c(c2)OCO3)c1S(=O)(=O)c1ccccc1	10	3	13	-5	1	0	0.87	2	28
O=C(Nc1cccc(-c2nc3ccccc3s2)c1)c1cc(=O)c2ccccc2o1	-6	-1	0	-4	0.86	14	1	2	7
CCOC(=O)C1(Cc2ccccc2)CCN(Cc2ccc(C)s2)CC1	-9	-3	-5	-4	1	0	1.1	2	37
CC(OC(=O)c1ccc2ncsc2c1)C(=O)Nc1ncc(Cl)cc1Cl (configuration not stated)	-7	5	7	0	0.99	1	0.93	-2	-8
Cc1cc2cc(CNC(=O)c3ccc(S(=O)(=O)N4CCOCC4)cc3)ccc2[nH]1	0	0	18	-2	0.94	6	0.82	-15	12
COc1ccc(CNC(=O)C2CCN(S(=O)(=O)c3cc(OC)ccc3OC)CC2)cc1	-1	1	-14	2	1.1	-11	1.1	1	11
Cc1c(Cl)cccc1NC(=O)c1ccc(-n2ccnc2)nc1	-4	-4	-15	1	1	0	1.2	1	20
Cc1ccc(C(=O)NCC(=O)O)cc1S(=O)(=O)N1CCCCC1	-1	23	-24	-2	1.1	-6	1.2	0	18
CCc1nnc(NC(=O)CSc2nc3c(c(=O)n2-c2ccccc2OC)SCC3)s1	-1	7	1	-2	0.96	4	0.99	-10	5
COc1ccc(C(O)P(=O)(OC2CCCCC2)c2ccc(N(C)C)cc2)cc1OC (configuration not stated)	-3	-1	-6	3	1.1	-5	1.1	2	-2
Cc1ccc(C(=O)N2CCN=C2SCc2ccc([N+](=O)[O-])cc2)cc1	-5	-2	13	-4	0.91	9	0.87	13	-19
CCC(C)n1c(C)nc2c(c1=O)c1nc3ccccc3nc1n2CCC1=CCCCC1 (configuration not stated)	-8	-3	-10	-6	0.9	10	1.1	-48	9
CSc1nnc(C)c(=O)n1COC(=O)c1ccc([N+](=O)[O-])cc1	-2	3	-2	0	1	0	1	3	6
CCOc1ccccc1CN1CCN(Cc2c[nH]c3ccccc23)CC1CCO (configuration not stated)	-10	-4	4	-2	1	0	0.96	-2	24
COc1cc(C(=O)Nc2ccc(NC(C)=O)cc2)ccc1OCc1ccccc1	7	23	3	0	1	0	0.97	1	-6
COc1ccc(OC)c(S(=O)(=O)N/N=C(/C)c2ccc3c(c2)OCO3)c1	-9	-2	18	0	0.88	12	0.82	1	18
C=CCOC(=O)C(C#N)c1nc2ccccc2nc1N1CCN(c2ccccc2OC)CC1 (configuration not stated)	-3	1	15	0	0.97	3	0.85	-18	14
COc1ccc(C)cc1S(=O)(=O)N(CC(=O)NC1CCCC1)c1ccc(F)cc1	-8	-1	-2	1	1	-1	1	1	10
Cc1nc(CCNC(=O)c2cccs2)cs1	-2	-1	-18	-1	1.1	-6	1.2	4	7
COC(CNC(=O)Cn1nc(Cc2ccncc2)c2ccccc2c1=O)OC	-5	-3	-26	-2	1.1	-6	1.3	1	1

# New compounds follow
Compound	APOBEC3G inh	A3A deaminase	hIAP inh	beta cell repl	mIAP act	mIAP inh	hIAP act	SENP1 inh	NALP3 yeast inh
Cc1ccc(NC(=O)CN(C)C(=O)Cn2nnc(-c3ccccc3C)n2)cc1	2	2	-7	1	1	-2	1.1	2	17
Cc1ncc(CN2CCC(N3CCC(C(=O)N4CCCC4)CC3)CC2)s1	-7	-2	-6	0	1	-3	1.1	-1	8
CC(=O)c1c(C)[nH]c(C(=O)CN2C(=O)NC3(CCCCC3C)C2=O)c1C (configuration not stated)	-10	-2	8	2	1	0	0.92	1	4
CCOc1cccc(C(c2c(C)n(C)n(-c3ccccc3)c2=O)c2c(C)n(C)n(-c3ccccc3)c2=O)c1OC	-3	1	-7	-4	0.98	2	1.1	-1	26
O=C(Nc1ccc(N2CCOCC2)c(Cl)c1)c1ncn[nH]1	-6	-5	-11	0	0.92	8	1.1	-2	-6
O=C(OC1CCOC1=O)c1ccc(CO)cc1 (configuration not stated)	-6	0	0	-2	0.97	3	1	1	4
O=C(Nc1cccc2ccccc12)c1ccc(OC(=S)N2CCOCC2)cc1	0	-3	-16	-4	1	-4	1.2	0	-6
COc1ccccc1N1CC(C(=O)OCC(=O)Nc2c(C)cccc2C)CC1=O (configuration not stated)	-11	1	-4	-1	0.98	2	1	1	10
O=C(NCc1ccccn1)C1Nc2ccc(OC(F)(F)F)cc2C2C=CCC12 (configuration not stated)	-2	-2	-22	-8	1	-1	1.2	0	15
O=C(NC1CC1)c1nc2c(nnn2Cc2ccccc2Cl)c(=O)[nH]1	1	-1	-22	1	1	0	1.2	0	6
